# Compound activity from PubChem.
# MPTP block – inhibitors of mitochondrial permeability transition pore. isolated mouse mitochondria, Ca2+ swelling absorbance, 30 min. inhibition, % at 10 µM. actives 1.4% (n = 360,000). AID 602449;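 active = inhibition of 50% or more, scaled per plate between neutral and stimulator controls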;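 also: 0% = DMSO wells given calcium and 100% = 1 mM EGTA wells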
# mIAP block – blocks mouse intestinal alkaline phosphatase; purified mouse IAP, CDP-Star luminescence, 30 min; inhibition, % at 10 µM; actives 0.2% (n = 330,000);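 active = inhibition of at least 40% at 10 µM in the primary screen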;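 also: plate controls were DMSO with enzyme for no effect and no enzyme wells for full effect; values of inactives mirror those of a sister screen read the other way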
# mIAP act – increases mouse intestinal alkaline phosphatase activity; muIAP, CDP-Star luminescence, 30 min; hits give high values; 1 = vehicle-only enzyme signal, 0 = enzyme-free wells; AID 2805; actives 0.24% (n = 330,000); activation factor at 10 µM;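 active = activation factor of at least 2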; also: the source names both 10 and 20 µM as test concentration; values of inactives mirror those of a sister screen read the other way
#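 also added = chemiluminescent substrate CDP-Star | test system = mouse IAP enzyme | signal = chemiluminescence readout | compound = DMSO-dissolved test compounds | incubation = 30 min at room temperature | benchmarks = DMSO wells, no-enzyme wells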
# hIAP block – blocks human intestinal alkaline phosphatase | P09923 | purified IAP, CDP-Star luminescence, 30 min | inhibition, % at 10 µM | actives 0.12% (n = 330,000) | AID 2544;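 active = inhibition reaching a set limit with compound at 10 µM in the primary screen, cut at about 35% in these data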;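 also: plate controls were DMSO wells with enzyme for no effect and no-enzyme buffer wells for full effect; values of inactives mirror those of a sister screen read the other way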
# Target sequence (P09923 whole entry, looked up): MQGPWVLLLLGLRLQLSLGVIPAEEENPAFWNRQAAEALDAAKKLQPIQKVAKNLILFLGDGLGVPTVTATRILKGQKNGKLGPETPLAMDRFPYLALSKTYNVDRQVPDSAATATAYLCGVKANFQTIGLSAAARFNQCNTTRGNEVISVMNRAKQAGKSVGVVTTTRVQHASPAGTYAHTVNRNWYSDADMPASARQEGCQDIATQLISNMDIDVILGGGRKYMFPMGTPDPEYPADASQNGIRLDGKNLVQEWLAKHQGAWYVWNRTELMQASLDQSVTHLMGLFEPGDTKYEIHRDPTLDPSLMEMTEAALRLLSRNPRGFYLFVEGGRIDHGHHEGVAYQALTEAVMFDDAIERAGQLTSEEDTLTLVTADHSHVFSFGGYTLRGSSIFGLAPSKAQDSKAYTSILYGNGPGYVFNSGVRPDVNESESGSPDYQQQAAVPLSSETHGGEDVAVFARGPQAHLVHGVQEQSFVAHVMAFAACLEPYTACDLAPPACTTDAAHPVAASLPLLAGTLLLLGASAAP
# A3G deaminase – APOBEC3G (human) deaminase inhibition; actives 0.28% (n = 330,000); AID 493012; recombinant A3G, ssDNA deamination FAM/TAMRA fluorescence; Q9HC16; inhibition, % at 20 µM;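 active = inhibition of at least 40% at 20 µM, with no more than 30% in the related APOBEC3A deaminase screen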;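 also: plate controls were DMSO wells with A3G for no effect and wells lacking A3G enzyme for full effect; some compounds called inactive have numbers as strong as hits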
# Target sequence (Q9HC16 whole entry, looked up): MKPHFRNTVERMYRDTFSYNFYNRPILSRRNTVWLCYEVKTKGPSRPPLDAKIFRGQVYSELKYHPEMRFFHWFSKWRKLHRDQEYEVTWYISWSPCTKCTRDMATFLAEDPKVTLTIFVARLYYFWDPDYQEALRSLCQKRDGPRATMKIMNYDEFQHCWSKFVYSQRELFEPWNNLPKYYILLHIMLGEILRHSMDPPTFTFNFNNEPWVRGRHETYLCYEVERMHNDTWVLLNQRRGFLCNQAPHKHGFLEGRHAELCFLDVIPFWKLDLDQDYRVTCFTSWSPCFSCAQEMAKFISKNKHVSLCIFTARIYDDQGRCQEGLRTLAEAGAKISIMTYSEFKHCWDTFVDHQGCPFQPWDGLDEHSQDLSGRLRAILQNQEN
# MIN6 prolif – MIN6 beta-cell proliferation induction; AID 2380; proliferation, % at 10 µM; actives 0.29% (n = 330,000); MIN6 cells proliferation, ATPlite luminescence, 48 h; cells starved in 0.2% serum; 100% = growth in 10% serum;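 active = compounds whose signal lies at least 3.5 SD above the mean of all wells on their plate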;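 also: 0% = DMSO-treated cells in low-serum medium and 100% = 10% serum control; some compounds called inactive have numbers as strong as hits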
# NR3A LBD binder – modulates the human NR3A ligand-binding domain; NR3A LBD differential scanning fluorimetry, Tm shift; 0% = protein alone, 100% = glycine-bound protein; Tm shift relative to glycine control, % at 25 µM; actives 2.5% (n = 340,000); AID 1259313;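 active = melting temperature shift of at least 10% of the positive control shift, at one fixed dose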
# hIAP activ – increases human intestinal alkaline phosphatase activity | P09923 | purified human IAP, CDP-Star luminescence, 30 min; hits give high values; 1 = vehicle-only enzyme, 0 = enzyme-free background | activation factor at 10 µM | actives 0.16% (n = 330,000) | AID 2524;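 active = activation factor of the enzyme at least 2-fold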; also: the source names both 10 and 20 µM as test concentration; values of inactives mirror those of a sister screen read the other way
# A3A deaminase – human APOBEC3A DNA deaminase inhibition. P31941. recombinant A3A, FAM/TAMRA ssDNA deamination fluorescence. inhibition, % at 20 µM. actives 0.41% (n = 330,000). AID 493011;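 active = at least 40% inhibition at 20 µM here, with at most 30% in a related deaminase screen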;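 also: plate controls were A3A with DMSO for no effect and wells lacking A3A enzyme for full effect; some results filed as inactive read as strong as hits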
# * = called active by the depositor; · = not tested or not shown. Random draw from the library; 5% or so of the library scored in one or more.
Structure,MPTP block,mIAP block,mIAP act,hIAP block,A3G deaminase,MIN6 prolif,NR3A LBD binder,hIAP activ,A3A deaminase
CCOC(=O)C1=C(c2ccccc2)NC(=O)N(C(C)=O)C1c1cccc([N+](=O)[O-])c1 (stereo unspecified),2.3,1,0.99,3,-1,0,-2,0.97,0
Cc1cc(C)c(S(=O)(=O)N2CCCCC2C(=O)O)c(C)c1 (stereo unspecified),0.9,4,0.96,4,-5,0,-5,0.96,3
Cc1ccc(C)n1-c1ccc(N2CCOCC2)c(Br)c1,3.1,5,0.95,-3,-6,-3,-2,1,-4
COc1ccc(NC(=O)CN(Cc2ccccc2)Cc2ccccc2)cc1S(N)(=O)=O,0.5,-1,1,-6,-4,0,-3,1.1,-2
COC(=O)c1ccc(NC(=O)CSc2nnc(-c3ccncc3)n2C)cc1,0.1,2,0.98,-13,-4,-3,-3,1.1,-2
CN1CCN(S(=O)(=O)c2ccc(NC(=O)c3cccs3)cc2)CC1,-1.7,-9,1.1,-10,0,-3,0,1.1,0
CCN(CC)CC#CCC(O)(c1ccccc1)C1CCCC1 (stereo unspecified),-0.5,0,1,3,1,-3,0,0.97,4
CCn1cc(CN2CCc3c([nH]c4ccccc34)C2c2cccc(O)c2)c(C)n1 (stereo unspecified),1.0,-2,1,2,-5,1,-2,0.98,0
Cc1nnc2ccc(-c3ccc(NC(=O)c4ccc(Cl)nc4)cc3)nn12,·,6,0.94,13,-6,8.5*,·,0.87,-3
COc1ccccc1N1CCN(C(=O)CN(CCc2ccccc2)S(C)(=O)=O)CC1,-0.3,-2,1,16,2,-2,0,0.84,1
Cc1ccc2nc(Nc3ccccc3)cc(C)c2c1,3.4,-12,1.1,-29,-4,-3,30*,1.3,0
CCCOC(=O)c1c(NC(=O)CCCn2nc([N+](=O)[O-])cc2C)sc(C(=O)OC)c1C,1.7,3,0.97,22,-3,0,-4,0.78,-4
CCOc1ccccc1CNC(=O)C1CCCN(c2nnc(C)c3c(C)n(-c4ccccc4)nc23)C1 (stereo unspecified),1.5,4,0.96,-22,-2,-8,-2,1.2,1
COc1ccccc1NC(=O)c1cc2c(CO)cnc(C)c2oc1=Nc1cc(OC)c(OC)c(OC)c1,1.1,4,0.95,-3,-7,-2,0,1,-5
Cc1nc2c3cc(F)ccc3n(CCN3CCCCC3)c2s1,-0.1,7,0.93,6,-12,3,1,0.94,4
O=C(NCC(c1ccc(F)cc1)N1CCOCC1)c1ccco1 (stereo unspecified),0.2,-2,1,6,-12,2,1,0.94,-3
O=C(O)C1(P(=O)(c2ccccc2)c2ccccc2)CCCC1,1.5,0,1,-11,-1,-1,0,1.1,5
Cc1ccc(Cl)c(OCC(=O)Nc2ccccc2N2CCCCC2)c1,2.6,9,0.91,6,-5,-7,0,0.94,3
Cc1oc2cc3oc(=O)c(CC(=O)NCC(=O)N[C@@H](C(=O)O)c4ccccc4)c(C)c3cc2c1C,-1.9,10,0.9,6,-7,-2,0,0.94,-1
CC1(C)Cc2c(cnn2-c2ccc(F)cc2)C(NC(=O)c2ccc(=O)oc2)C1 (stereo unspecified),-0.3,-3,1,8,-3,-5,1,0.92,0

# The closing two entries of the part before lead into the next:
Structure,MPTP block,mIAP block,mIAP act,hIAP block,A3G deaminase,MIN6 prolif,NR3A LBD binder,hIAP activ,A3A deaminase
Cc1oc2cc3oc(=O)c(CC(=O)NCC(=O)N[C@@H](C(=O)O)c4ccccc4)c(C)c3cc2c1C,-1.9,10,0.9,6,-7,-2,0,0.94,-1
CC1(C)Cc2c(cnn2-c2ccc(F)cc2)C(NC(=O)c2ccc(=O)oc2)C1 (stereo unspecified),-0.3,-3,1,8,-3,-5,1,0.92,0
CC(C)OCC(O)CN (stereo unspecified),1.5,-16,1.2,-10,-4,-5,1,1.1,-2
COc1ccc(-c2noc(CN(C)C3CCOCC3)n2)cc1,-1.8,3,0.97,-8,-4,1,-1,1.1,-1
Oc1ccc(Nc2nc(N3CCCC3)c3ccccc3n2)cc1,16,-3,1,-6,-4,-3,-2,1.1,2
CSCCC(NC(=O)c1cccc(C)c1)C(=O)O (stereo unspecified),-0.2,-9,1.1,-5,0,-2,1,1.1,-3
O=C(Nc1ccc2c(c1)CCCN2C(=O)c1ccccc1)c1ccccc1Br,-0.4,3,0.97,0,-4,-1,2,1,-2
Cc1cc(C(C)(C)C)ccc1NC(=O)CC(C)(C)CC(=O)O,-1.5,6,0.94,-31,-4,2,-1,1.3,0
Cc1ccc(NC(=O)COC(=O)C2(c3ccc(Cl)cc3)CCCC2)cc1,78*,-14,1.1,1,-7,0,2,0.99,1
CCOC(=O)c1cnn(CCOC(=O)Cc2cccs2)c1NC(=O)Cc1cccs1,1.1,0,0.99,-11,-6,-2,-3,1.1,-4
COc1ccc(C(=O)O/N=C/c2c(C(F)(F)F)nn(C)c2SCc2ccccc2Cl)cc1,8.9,8,0.92,17,-3,-6,2,0.83,-3
CCCCC1(C)OC(=O)C(=Cc2ccc(SC)cc2)C(=O)O1 (stereo unspecified),2.6,10,0.9,17,-3,1,2,0.83,0
O=C(Nc1ccc(F)cc1F)C1CCN(c2ncnc3c2sc2cccc(F)c23)CC1,36,11,0.89,13,-7,-6,2,0.87,-4
COn1c2c(c3c4no[n+]([O-])c4ccc31)CCCC2,1.0,1,0.99,-7,-7,0,1,1.1,-2
c1csc(-c2nc(N3CCCCC3)no2)c1,-1.8,9,0.91,18,-6,-2,2,0.82,6
O=C1/C(=C/c2cccnc2)SC(=NCc2ccccc2)N1Cc1ccccc1,1.5,23,0.77,11,-5,-5,-1,0.89,-2
C[C@@H]1OC(Nc2ccc(N=Nc3ccccc3)cc2)[C@H](O)[C@H](O)[C@H]1O (stereo partly specified),1.3,26,0.74,23,-5,-3,-1,0.77,-2
O=C(NC1CCN(Cc2ccccc2)C1)c1cccc(S(=O)(=O)N2CCOCC2)c1 (stereo unspecified),-0.3,-6,1.1,0,3,-5,-1,1,1
CC(c1ccccc1F)n1cc(C(=O)NCCCc2nc3ccccc3[nH]2)nn1 (stereo unspecified),-0.1,1,0.99,-9,-4,-1,-2,1.1,3
COCCNC(=O)c1cc2cc3ccc(OC)cc3nc2o1,0.0,-3,1,-2,2,2,0,1,2
COc1cccc(NC(=O)CN(C)C(=O)c2cn(-c3ccccc3)nc2-c2cccnc2)c1,0.5,-3,1,-2,-9,9.5*,0,1,-7
O=C(Cc1c(F)cccc1Cl)Nc1cc(S(=O)(=O)N2CCOCC2)ccc1N1CCCC1,0.0,-14,1.1,-11,-9,0,-1,1.1,-3
Cc1ccc(NC(=O)COc2coc(CN3CCc4ccccc4C3)cc2=O)c(C)c1,0.9,11,0.89,4,-8,-2,6,0.96,-3
C/C=C/COC(=O)C1=C(C)NC(=O)NC1c1ccc2c(c1)OCO2 (stereo unspecified),0.2,1,0.99,-1,-3,0,-1,1,3
O=C(CCS(=O)(=O)c1ccc(Cl)cc1)Oc1ccc2c(c1)OCO2,-3.9,-10,1.1,-35,-2,-4,3,1.3,3
Nc1c(C(=O)C2CC2)sc2nc3c(cc12)CCC3,1.7,-28,1.3,-18,3,-1,1,1.2,-1
COCCC(=O)N1CCC(Oc2ccc(C(=O)N3C[C@H]4CC[C@H]3C4)cc2)CC1,-1.1,2,0.98,5,-5,0,1,0.95,-4
COc1ccc(OC)c(NC(=O)COc2ccc(Br)cc2)c1,-0.9,-5,1.1,24,-7,0,3,0.77,-6
CN(C)C(=S)NC(=O)C12CC3CC(C)(CC(C)(C3)C1)C2,3.0,2,0.98,-8,2,-1,0,1.1,3
COc1ccc(-c2cc(C(F)(F)F)c(C#N)c(SCC(=O)Nc3nc(C)co3)n2)cc1,-1.1,-2,1,-18,-11,-5,0,1.2,-6
O=C(O)C1CCN(S(=O)(=O)c2ccc3c(c2)OCCCO3)CC1,-1.1,-13,1.1,-1,-6,-1,1,1,-7
COc1cccc(N(CC(=O)NC2CCCCC2)C(=O)c2snc(C(N)=O)c2N)c1,-3.7,-10,1.1,3,-10,2,-1,0.97,-3
Cc1cc(C)n(-c2ccc(Cl)c(C(=O)OCC(=O)N3CCCCC3C)n2)n1 (stereo unspecified),-0.5,1,0.99,14,-8,-2,-1,0.86,-4
Cc1ccc(NC(=S)Nc2ccc(C(C)C)cc2)cc1S(=O)(=O)N1CCCCCC1,103*,-36,1.4,2,-11,-3,28*,0.98,-5
Cc1ccc(-n2ncc3c(N4CCCC(C)C4)ncnc32)c(C)c1 (stereo unspecified),59*,44*,0.56,-11,-2,-3,0,1.1,0
O=C(N/N=C1/SCC(=O)N1Cc1ccco1)c1ccccc1F,0.8,2,0.98,-11,-7,2,16*,1.1,3
N#CCC(=O)N/N=C\c1ccccc1OC/C=C/c1ccccc1,0.7,13,0.87,-1,-4,-7,-24,1,4
CCCCN1CN(Cc2ccccc2)CNC1=S,2.5,2,0.98,-2,-7,0,-2,1,-2
COc1cccc(NC(=O)CN(C)C(=O)c2cc(C3CC3)nn2-c2ccccc2)c1,1.4,-7,1.1,-7,-3,0,0,1.1,-3
CCCCCCn1c(-c2cccs2)n[nH]c1=S,-1.8,-15,1.1,-2,27,2,3,1,-6
COc1ccc(CC(=O)OC(C)C(=O)Nc2ccc(S(N)(=O)=O)cc2)cc1 (stereo unspecified),-0.9,2,0.98,-8,-5,5,0,1.1,-2
COCCNC(=O)CN(c1ccc(F)cc1)S(=O)(=O)c1ccc2c(c1)OCCO2,0.4,2,0.98,-1,3,1,2,1,3
O=C(COC(=O)c1ccc(Cl)c(S(=O)(=O)N2CCCCCC2)c1)Nc1ccccc1,11,-8,1.1,-21,-6,3,6,1.2,-5
O=C(Nc1nccs1)c1cc2c(s1)-c1ccccc1OC2,1.0,1,0.99,-16,-13,-4,-7,1.2,-4
Cc1ccc(S(=O)(=O)N2CCCC(N3CCOCC3)C2)cc1Cl (stereo unspecified),0.5,-2,1,-13,-4,0,0,1.1,-3
C/C(=N\NC(=O)COc1ccc(C#N)cc1)c1ccccc1OC(F)F,-1.1,-3,1,6,-6,6.9*,0,0.94,0
CN(C)S(=O)(=O)c1ccc(C(=O)Nc2ccc(F)cc2F)cc1,-0.2,-8,1.1,-3,-11,-1,-1,1,-3
COc1ccc(OC)c(NC(=O)c2ccc(CSc3ncccn3)cc2)c1,0.9,-3,1,7,-3,-2,1,0.93,0
Cc1ccc(-n2c(CCc3ccccc3)nnc2SCC(=O)NCc2ccccc2)cc1C,1.9,-18,1.2,-11,0,-5,1,1.1,-4
CCCCOc1ccc(C(=O)N2CCN(CC(=O)Nc3ccc(C)cc3)CC2)cc1OC,1.1,-4,1,2,-3,-1,1,0.98,-4
CCCCN(C(=O)CCn1c(=O)oc2ccccc21)c1ccccc1,-0.1,-3,1,-18,-7,3,3,1.2,-6
O=C(c1ccc(N2CCCC2=O)cc1)N1CCN(c2cccc(C(F)(F)F)c2)CC1,0.7,12,0.88,-10,-8,-1,0,1.1,0
O=c1cc(N2CCc3ccccc32)[nH]c(=O)n1-c1ccccc1,1.1,-1,1,-3,-2,0,2,1,-2
CCn1c(CCNC(=O)c2ccc(Cl)c(Cl)c2)nnc1SCCOc1ccc(OC)cc1,-2.9,-2,1,-5,-1,-2,-8,1.1,4
